Source: PubChem
3CLpro inhibitor = SARS-CoV 3CLpro protease inhibitors, primary screen, biochemical, quenched FRET | Replicase polyprotein 1ab (Severe acute respiratory syndrome coronavirus), P0C6X7 | recombinant SARS-CoV 3CLpro, quenched FRET peptide cleavage | inhibition, % at 6 µM | 0.14% of 290,000 active | AID 1706, 2009; in the data active means inhibition above about 12%
PfHsp40 yeast = rescue of yeast from PfHsp40 toxicity, primary screen, S. cerevisiae, ATP luminescence; S. cerevisiae expressing PfHsp40, growth rescue; growth rescue, % at 12.5 µM; 0.68% of 340,000 active; AID 504582, 2011; in the data active means growth rescue above about 28%, passing the limit was not always enough; inconclusive means no clear call, values can overlap the other calls;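 further: yeast W303a lacking pdr1 and pdr3 grown in galactose medium; growth measured after three days at 30 °C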
TcdB inh = TcdB glycohydrolase inhibitors, primary screen, biochemical, single point, plate reader | inhibition, % at 9.99 µM | 0.24% of 350,000 active | Toxin B (Clostridioides difficile), P18177 | AID 652162, 2013 | TcdB glycohydrolase enzymatic assay; in the data active means inhibition above about 10%
Target sequence (P18177 whole entry, looked up): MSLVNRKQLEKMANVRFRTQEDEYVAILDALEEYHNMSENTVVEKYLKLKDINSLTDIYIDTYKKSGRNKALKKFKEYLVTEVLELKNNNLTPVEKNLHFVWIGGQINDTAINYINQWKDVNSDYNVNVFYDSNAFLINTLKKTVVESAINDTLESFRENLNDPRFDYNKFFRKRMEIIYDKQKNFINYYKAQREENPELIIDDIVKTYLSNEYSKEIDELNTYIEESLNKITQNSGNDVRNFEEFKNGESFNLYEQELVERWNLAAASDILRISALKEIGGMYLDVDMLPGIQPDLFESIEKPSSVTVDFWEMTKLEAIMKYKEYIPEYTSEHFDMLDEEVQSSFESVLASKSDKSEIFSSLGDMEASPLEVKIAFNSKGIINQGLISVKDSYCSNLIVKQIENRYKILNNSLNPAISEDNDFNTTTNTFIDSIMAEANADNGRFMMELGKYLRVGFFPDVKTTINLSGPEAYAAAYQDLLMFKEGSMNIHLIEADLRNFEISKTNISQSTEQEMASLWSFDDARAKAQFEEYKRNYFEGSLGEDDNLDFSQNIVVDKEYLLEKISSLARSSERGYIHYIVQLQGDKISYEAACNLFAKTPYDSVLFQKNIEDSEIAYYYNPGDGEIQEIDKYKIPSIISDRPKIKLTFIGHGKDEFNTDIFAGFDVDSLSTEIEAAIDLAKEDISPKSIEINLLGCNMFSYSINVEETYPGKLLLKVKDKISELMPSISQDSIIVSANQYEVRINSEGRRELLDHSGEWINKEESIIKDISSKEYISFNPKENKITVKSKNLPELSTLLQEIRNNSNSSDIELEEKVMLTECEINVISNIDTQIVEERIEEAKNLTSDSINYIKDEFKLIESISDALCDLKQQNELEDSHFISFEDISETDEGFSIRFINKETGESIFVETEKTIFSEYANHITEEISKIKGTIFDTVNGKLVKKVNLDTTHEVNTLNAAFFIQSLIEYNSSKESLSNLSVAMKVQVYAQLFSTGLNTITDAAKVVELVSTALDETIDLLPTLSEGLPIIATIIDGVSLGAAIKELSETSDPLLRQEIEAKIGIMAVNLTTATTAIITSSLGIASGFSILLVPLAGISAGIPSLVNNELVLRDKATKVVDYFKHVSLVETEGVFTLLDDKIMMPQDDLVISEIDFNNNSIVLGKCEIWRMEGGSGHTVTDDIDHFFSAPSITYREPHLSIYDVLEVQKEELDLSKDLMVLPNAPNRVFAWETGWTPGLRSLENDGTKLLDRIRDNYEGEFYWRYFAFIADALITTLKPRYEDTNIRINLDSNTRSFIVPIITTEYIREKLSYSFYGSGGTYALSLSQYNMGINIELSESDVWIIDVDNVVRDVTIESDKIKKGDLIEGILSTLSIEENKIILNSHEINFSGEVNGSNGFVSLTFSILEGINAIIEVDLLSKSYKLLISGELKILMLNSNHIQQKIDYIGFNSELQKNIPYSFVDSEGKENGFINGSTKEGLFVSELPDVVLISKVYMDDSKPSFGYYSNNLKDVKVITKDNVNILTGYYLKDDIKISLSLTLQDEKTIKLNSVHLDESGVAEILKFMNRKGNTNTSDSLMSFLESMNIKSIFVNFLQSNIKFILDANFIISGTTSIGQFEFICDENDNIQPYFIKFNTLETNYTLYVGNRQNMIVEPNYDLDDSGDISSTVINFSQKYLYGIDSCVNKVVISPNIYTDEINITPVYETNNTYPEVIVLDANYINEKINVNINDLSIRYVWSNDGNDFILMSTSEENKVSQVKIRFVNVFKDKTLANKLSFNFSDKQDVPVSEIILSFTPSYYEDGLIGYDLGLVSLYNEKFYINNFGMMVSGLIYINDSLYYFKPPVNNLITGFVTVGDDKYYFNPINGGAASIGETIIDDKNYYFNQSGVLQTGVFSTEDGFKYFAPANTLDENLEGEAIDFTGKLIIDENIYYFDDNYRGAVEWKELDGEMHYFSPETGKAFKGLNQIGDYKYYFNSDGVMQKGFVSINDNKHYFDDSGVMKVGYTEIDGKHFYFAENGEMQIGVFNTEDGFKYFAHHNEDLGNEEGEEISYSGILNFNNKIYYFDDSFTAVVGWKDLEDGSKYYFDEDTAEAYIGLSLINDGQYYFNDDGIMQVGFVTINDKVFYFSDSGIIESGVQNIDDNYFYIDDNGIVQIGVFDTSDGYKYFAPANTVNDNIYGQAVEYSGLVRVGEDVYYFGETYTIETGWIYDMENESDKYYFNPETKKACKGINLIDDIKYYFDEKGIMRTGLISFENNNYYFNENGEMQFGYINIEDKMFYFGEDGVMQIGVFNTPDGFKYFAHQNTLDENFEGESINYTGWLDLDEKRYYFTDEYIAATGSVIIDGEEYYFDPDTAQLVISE
Vc quorum ag = inducers of Vibrio cholerae quorum light production without autoinducers, primary screen, BH1578 luxS cqsA deficient, single point. V. cholerae BH1578 lux reporter, luminescence, 6 h. 0.16% of 350,000 active. activation, % at 18.7 µM. AID 588436, 2011; in the data active means activation mostly above about 9.7%, no sharp cut-off; inconclusive means no clear call, values can overlap the other calls; inactive means mostly below about 3.7%; further: not every result past the cut was called active; inactives centre near 0; reference of the scale not given here
Yp Topo-I inh = Yersinia pestis topoisomerase I inhibitors, primary screen, biochemical, cleavage product accumulation, plate reader, single point; Y. pestis Topo-I cleavage product accumulation; activity, % at 10 µM; 0.064% of 360,000 active; AID 504884, 2011; in the data active means activity above about 50%, passing the limit was not always enough; inconclusive means no clear call, values can overlap the other calls; further: inactives centre near 2
Anthrax LF inh2 = Bacillus anthracis LF protease inhibitors, primary screen, biochemical, multiplex microsphere, MLPCN library. Lethal factor (Bacillus anthracis), P15917. AID 588501, 2011. 0.12% of 360,000 active. multiplex microsphere protease cleavage assay. inhibition, % at 10 µM; further: plate controls were buffer without enzyme for full effect and enzyme alone for no effect
SSB-PriA inh = inhibitors of Klebsiella pneumoniae PriA binding to SSB C-terminal tail, primary screen, biochemical, AlphaScreen; AlphaScreen SSBct-PriA binding, biotinylated peptide; inhibition, % at 33 µM; PriA–SSB C-terminal tail interaction (Klebsiella pneumoniae); 0.6% of 430,000 active; AID 1272365, 2023; in the data active means inhibition mostly above about 37%, no sharp cut-off; inactive means mostly below about 20%;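 further: plate controls were negative control peptide for no effect and reference peptide for full effect; strong numbers were not always called active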
BoNT A protease = BoNT/A light chain protease inhibitors, primary screen, biochemical, flow cytometry, MLPCN library; 0.17% of 360,000 active; multiplex microsphere protease substrate cleavage; AID 588499, 2011; Botulinum neurotoxin type A light chain protease (Clostridium botulinum A str. ATCC 3502); inhibition, % at 10 µM; further: plate controls were buffer without enzyme for full effect and enzyme alone for no effect
PrPC surface inh = inhibitors of human cell surface prion protein PrPC, primary screen, cell-based, TR-FRET; Major prion protein (Homo sapiens), P04156; TR-FRET read-out; inhibition, % at 13.8 µM; 0.43% of 370,000 active; AID 720596, 2013; in the data active means inhibition above about 24%; further: 0% = median of the test wells and 100% = reference compound wells
* hit, by the source's call; i = inactive; ? = inconclusive; nt = not tested or not shown; & = joins results of further samples. Unless noted, no stated cut-off is given here; in the data, active means inhibition above about 30%; inconclusive means no clear call, values can overlap the other calls; inactive means below that. Not all compounds are listed (hit frequency here may not be typical).

SMILES | 3CLpro inhibitor | PfHsp40 yeast | TcdB inh | Vc quorum ag | Yp Topo-I inh | Anthrax LF inh2 | SSB-PriA inh | BoNT A protease | PrPC surface inh
COc1ccc(CCNC(=O)c2ccncc2)cc1OC | -5.8 | 1.3 | nt | -0.9 | -3.4 | -6.1 | -9.7 | -0.3 | -1.1
O=C(NCCCN1CCOCC1)c1cc2c([nH]c3ccccc32)c(-c2cccc(Br)c2)n1 | -3.6 | 0.4 | 0.6 | -0.2 | 26.0 | -2.7 | 5.5 | 0.5 | 2.0
Cc1ccc(NC(=O)c2cnccn2)c(OC(F)F)c1 | -4.5 | -1.1 | nt | -0.3 | -7.5 | -0.8 | -9.6 | -0.3 | -5.1
O=C(O)/C=C/C(=O)NNC(=O)c1cc(-c2ccccc2)n[nH]1 | -4.1 | ? | 0.6 | -0.9 | 3.6 | -4.2 | -8.1 | -2.6 | -3.6
CCNS(=O)(=O)c1cc(S(C)(=O)=O)ccc1Cl | -0.9 | -1.2 | nt | i | 3.4 | -5.8 | -14.8 | 0.3 | 5.1
CC(=O)Nc1cccc(OCCCNS(=O)(=O)c2ccc(F)cc2)c1 | 3.3 | -0.1 | 1.5 | -0.5 | -4.2 | -10.4 | -11.7 | ? | -1.3
Cc1ccc(-n2c(CSc3nc(C)cc(C)n3)n[nH]c2=S)cc1 | -2.6 | -0.5 | 2.1 | -0.2 | 13.0 | -2.8 | -2.8 | 0.3 | 0.2
O=C(NCCCn1ccnc1)C(=O)NCC1OCCCN1S(=O)(=O)c1ccccc1 (stereo not given) | -8.4 | 0.3 | nt | -0.2 | 2.9 | 0.2 | -2.2 | -0.1 | -2.3
CCOc1ccc(C(=O)NC(Cc2ccccc2)C(=O)OC)cc1 (stereo not given) | 8.0 | -0.7 | nt | i | 9.3 | -3.3 | -9.5 | -0.5 | -2.2
CCc1ccc(NC(=O)CSc2nc(=O)n(CCCN3CCOCC3)c3c2CCC3)cc1 | nt | 1.6 | 4.2 | -1.7 | 23.3 | -0.6 | -10.2 | -0.9 | 3.5
Cc1c(Cl)cccc1NC(=O)Nc1cc(C(C)(C)C)on1 | -0.8 | 0.7 | 0.0 | 1.1 | 3.5 | 10.2 | -15.4 | -0.8 | 12.2
CCSc1nnc(N)s1 | -2.9 | -0.7 | nt | i | 3.1 | -3.5 | -11.0 | 1.3 | -0.5
CN(C)c1ccc(Cl)cc1N | -0.9 | -2.1 | -0.2 | -0.3 | -0.4 | -5.4 | -3.0 | 0.4 | -2.0
CC(C)(C)[C@@H]1C=C(C(=O)N2CCOCC2)O[C@H](OCc2ccc(CO)cc2)C1 | 5.7 | 0.8 | -1.0&0.1 | -0.5 | 1.9 | -2.8 | -2.4 | -0.1 | 0.3
Cc1nc(CSc2nnc3scc(-c4ccccc4)n23)cs1 | 0.3 | 0.4 | nt | -0.3 | 6.6 | 2.7 | 1.0&-23.5 | -0.6 | -1.0

Among those listed so far, these have an aryl thioether with sulfur outside any ring:
SMILES | 3CLpro inhibitor | PfHsp40 yeast | TcdB inh | Vc quorum ag | Yp Topo-I inh | Anthrax LF inh2 | SSB-PriA inh | BoNT A protease | PrPC surface inh
Cc1ccc(-n2c(CSc3nc(C)cc(C)n3)n[nH]c2=S)cc1 | -2.6 | -0.5 | 2.1 | -0.2 | 13.0 | -2.8 | -2.8 | 0.3 | 0.2
CCc1ccc(NC(=O)CSc2nc(=O)n(CCCN3CCOCC3)c3c2CCC3)cc1 | nt | 1.6 | 4.2 | -1.7 | 23.3 | -0.6 | -10.2 | -0.9 | 3.5
CCSc1nnc(N)s1 | -2.9 | -0.7 | nt | i | 3.1 | -3.5 | -11.0 | 1.3 | -0.5
Cc1nc(CSc2nnc3scc(-c4ccccc4)n23)cs1 | 0.3 | 0.4 | nt | -0.3 | 6.6 | 2.7 | 1.0&-23.5 | -0.6 | -1.0

(next part)
SMILES | 3CLpro inhibitor | PfHsp40 yeast | TcdB inh | Vc quorum ag | Yp Topo-I inh | Anthrax LF inh2 | SSB-PriA inh | BoNT A protease | PrPC surface inh
COc1cc(OC)cc(C(=O)Nc2ccc(C(=O)Nc3ccccc3OC)cc2)c1 | nt | 6.0 | 0.7 | i | 6.9 | 5.9 | -0.8 | 0.7 | -2.0
CCc1cccc(NC(=O)C2CCCC2)c1 | -6.0 | -0.9 | nt | -2.9 | 1.9 | -2.1 | -7.8 | -0.2 | 8.9
O=C(NCC(c1ccco1)N1CCCCC1)c1cccs1 (stereo not given) | nt | -1.7 | -1.0 | -8.3 | 1.4 | -3.1 | 1.9 | -0.3 | -2.4
CCOc1ccc(NC(=O)Nc2cccc(C)n2)cc1 | -2.1 | -0.4 | 1.4 | -1.0 | 8.2 | -2.0 | -5.1 | -2.2 | 5.5
COc1ccc(NC(=O)N(C)C[C@H]2Oc3c(NC(=O)C4CC4)cccc3C(=O)N([C@H](C)CO)C[C@@H]2C)cc1 | nt | -1.9 | -1.7&0.6 | i | 0.3 | 0.9 | 0.6 | -0.3 | 6.8
COc1ccc(/C=C2\CCCC3C2=NN(C(=O)c2scnc2C)C3c2ccc(OC)cc2)cc1 (stereo not given) | -1.9 | -0.4 | 1.9 | -0.7 | 36.4 | -2.9 | -3.0 | 1.3 | -0.8
NC(=O)c1ccc(NC(=O)CN2C(=O)NC(c3ccccc3)(c3ccccc3)C2=O)cc1 | 4.7 | -0.6 | -0.4 | i | -5.3 | -1.0 | -6.8 | -2.4 | 8.7
CN[C@H]1C[C@H]2c3cc(N4CCN(C)CC4)ccc3CCN2C(=O)[C@H]1[C@H](C)O | nt | nt | 2.4 | -1.0 | 3.7 | -7.4 | nt | 1.3 | -7.7
O=C(c1ccc(S(=O)(=O)N2CCCC2)cc1)N1CCN(c2ccccc2F)CC1 | -2.4 | 0.3 | -3.4 | 2.0 | 1.8 | 7.7 | -19.6 | 4.0 | 3.7
C=CCn1c(=NC(=O)C2COc3ccccc3O2)sc2cccc(OC)c21 (stereo not given) | 1.6 | -0.1 | 0.4 | -0.7 | 1.9 | -3.7 | -8.5 | -0.9 | 5.1
Cc1cc(NC(=O)c2ccc(Br)c(S(=O)(=O)N3CCCC3)c2)no1 | 0.8 | -1.7 | nt | -0.3 | 13.5 | 1.6 | -0.4 | 1.6 | 1.4
CN(C)c1nc(NCc2ccccc2)nc(N/N=C/c2cccc(Br)c2)n1 | -2.0 | 0.4 | 0.5 | -0.5 | 0.5 | 5.1 | nt | -0.2 | 0.2
Cc1cc2nncn2c2ccccc12 | -1.6 | -1.6 | nt | 0.7 | 0.3 | -1.8 | 0.4 | -0.6 | 1.2
CCCCCn1c(CN2CCCCC2CC)nc2c1c(=O)n(C)c(=O)n2C (stereo not given) | 2.5 | 0.6 | 0.4 | -0.4 | 10.5 | -7.0 | 5.0 | 0.4 | -7.8
Cc1ccccc1CC(=O)N(CCN(C)C)CC1CCCN(Cc2ccccc2F)C1 (stereo not given) | -3.6 | -1.1 | -1.1 | 0.7 | 5.0 | -5.4 | -2.5 | -1.0 | -1.3
O=C(c1ccc(CNS(=O)(=O)c2cccc(Cl)c2)cc1)N1CCCC1 | 3.9 | 0.3 | -0.2 | 0.0 | 16.3 | 2.9 | -14.0&-2.0&-3.9 | -1.5 | 8.4
CCN(CC(=O)NCc1cccs1)CC(=O)Nc1ccccc1C | nt | -0.6 | -0.8 | 0.5 | -6.5 | -6.4 | -0.4 | -5.1 | 2.3
Cc1cc(=O)oc2c3c(cc(OCC(=O)Nc4ccc(CCO)cc4)c12)OC(C)(C)CC3 | 1.9 | 0.4 | 0.3 | -0.4 | 14.2 | -12.0 | 1.4 | -0.3 | 0.5
CSc1ncccc1C(=O)OCC(=O)C(C)(C)C | -1.7 | -0.6 | 2.5 | -1.6 | 9.0 | -3.5 | -10.6 | -1.0 | 5.6
Cc1ccc2[nH]c(=O)c(CN(CCN3CCOCC3)C(=O)Nc3ccccc3F)cc2c1 | 2.8 | -0.6 | nt | i | 21.4 | -0.6 | -5.0 | 0.2 | -1.6
Cc1cc(C(=O)COC(=O)CC2Sc3ccccc3NC2=O)c(C)n1-c1ccc2c(c1)OCO2 (stereo not given) | -1.4 | 2.7 | 1.3 | -0.4 | 37.5 | -3.7 | 7.0 | -0.7 | 1.0
Cc1ccc(C)c(NS(=O)(=O)c2ccccc2C)c1 | -0.8 | -1.2 | 1.0 | -0.3 | 9.3 | 2.8 | -4.5 | 3.8 | -4.9
O=C(NCC1CCCO1)c1c(O)c2ccccc2[nH]c1=O (stereo not given) | -5.6 | 0.5 | nt | i | -13.1 | 0.8 | -5.7 | 0.1 | -4.8
CCOc1ccc(S(=O)(=O)NC(C)C(=O)NCc2ccc3c(c2)OCO3)cc1 (stereo not given) | -2.2 | -0.6 | 0.3 | -0.6 | 2.4 | -0.2 | -5.1 | 0.5 | 6.2
O=C(NN1CC(C(=O)OCc2ccccc2F)CC1=O)c1ccccc1 (stereo not given) | -3.1 | 0.1 | 1.1 | 7.7 | -5.9 | 2.1 | -0.5 | 0.1 | -2.9
COc1cc(Cl)c(C)cc1NC(=O)COC(=O)/C=C/c1c(C)nn(C2CCS(=O)(=O)C2)c1Cl (stereo not given) | 0.4 | 1.1 | nt | -0.9 | 6.2 | -6.9 | 10.7 | -0.9 | 0.2
CCCc1n[nH]c(=O)[nH]1 | -2.6 | -1.6 | nt | -0.3 | -2.8 | 2.1 | 1.6 | 0.9 | -5.1
COCc1cc(C)nc(SCc2ccc(F)cc2)c1C#N | 0.9 | 0.6 | 1.7 | -0.3 | 35.9 | 5.2 | -40.3 | 0.1 | -6.9
CCc1nc(SCC(=O)Nc2ccccc2C(=O)OC)n[nH]1 | 0.1 | -0.2 | nt | 2.1 | -5.9 | -0.7 | -13.4 | -0.9 | 6.5
Fc1ccccc1NC(=S)N/N=C/c1ccccc1Br | 7.7 | -1.0 | nt | -0.4 | -1.1 | -6.5 | nt | -0.5 | -1.4
C=CCOc1ccc(/C=C2/C(=O)ON=C2C)cc1OC | -1.8 | 0.4 | -0.6 | i | 0.1 | -1.5 | -0.5 | -5.5 | 4.9
CCC(CO)Oc1cc(NCc2cccc(O)c2)c2ncn(C(C)C)c2c1 (stereo not given) | nt | -0.6 | 1.1 | 4.5 | 1.4 | -1.2 | -1.1 | 0.2 | -1.8
COc1ccccc1N(CC(=O)N1CCc2ccccc2C1)S(C)(=O)=O | 0.6 | -0.5 | 1.6 | -0.5 | -9.5 | 3.6 | -2.4 | 0.2 | -4.0
CCOC(=O)c1c(NC(=O)COc2ccccc2F)sc2c1CC(C)(C)NC2(C)C | nt | 0.7 | 0.3 | -8.2 | 13.2 | -2.1 | -5.3 | 2.2 | -5.2
O=C1CCC(C(=O)N2CCC(CO)CC2)CN1Cc1ccc(Cl)cc1 (stereo not given) | -5.4 | -0.9 | 0.9 | i | 11.2 | -4.8 | -14.1 | 2.7 | 10.3
C=CCn1c(N2CCN(c3ccc(OC)cc3)CC2)nc2c1c(=O)[nH]c(=O)n2C | -1.8 | -0.5 | -0.7 | -0.1 | -6.6 | 4.5 | -11.9 | 0.7 | 4.9
CCOC(=O)[C@H]1[C@H]2COc3ccc(Cl)cc3[C@@H]2N2C(=O)CN(Cc3ccco3)C(=O)[C@@]12C | nt | 1.1 | 1.1 | -0.4 | -1.7 | -4.5 | -23.4 | -0.5 | 2.2
COc1ccc(-c2csc(Nc3ccccn3)n2)cc1OC | 2.1 | 0.8 | 4.0 | -0.4 | -9.2 | 3.6 | 12.0 | -4.0 | 9.8
